# sPLA2-III inh: Inhibits HGIII-sPLA2 liposome hydrolysis, primary screen | Q9NZ20 | QFRET BODIPY PC-A2 liposome hydrolysis, fluorescence | inhibition, % at 12.2 µM | 370,000 tested, 0.56% active;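 active = inhibition above mean plus 3 SD of compounds lying within the high and low control bounds, cut at about 19% in these data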;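 note: 0% = median of test compound wells and 100% = no enzyme DMSO wells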
# PLC-gamma1 inh: PLC-gamma1 (human) inhibition, primary screen. P19174. purified PLC-gamma1, fluorogenic substrate, fluorescence. inhibition, % at 12.2 µM. 370,000 tested, 0.84% active. AID 720700; in the data active = inhibition above about 9.5%
# ARFGAP1 inh: rat ARFGAP1 inhibition | Q62848 | Arfgap1-stimulated ARF1 GTP hydrolysis, GDP FP detection | inhibition, % at 16.5 µM | 360,000 tested, 0.26% active | AID 651572;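 active = inhibition above a per-plate limit, mean inhibition of low control wells plus 3 SD, cut at about 25% in these data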;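 note: 0% = DMSO wells with enzyme and 100% = wells lacking Arfgap1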
#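 Material: truncated rat Arfgap1 GAP domain; Incubation: compound-enzyme preincubation 20 min, reaction 120 min, detection 60 min, 25 °C; Read-out: percent inhibition of Arfgap1-stimulated GTP hydrolysis; Technique: FP, GDP Alexa 633 tracer displaced from anti-GDP antibody, 620/688 nm; Controls: No-Arfgap1 wells (100%) versus DMSO full-reaction wells (0%); Replication: single well per compound.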
# Tn7 DDE FP: DD(E)-Tn7 binding inhibition, primary FP screen; P02675; inhibition, % at 8.3 µM; FP displacement of FITC-Tn7 peptide from fibrin DD(E); 0% = median of compound wells per plate; 370,000 tested, 0.13% active;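 active = inhibition above the mean of compounds falling within the control limits plus 3 SD of them, cut at about 14% in these data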;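 note: 0% = plate median of compound wells and 100% = 10 µM Aha-Tn7 peptide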
#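 Assay system: Fibrin-DD(E) protein isolated from polymerized human fibrin clots; read-out basis: percent inhibition; medium: Tris/NaCl/CaCl2 buffer, pH 7.8; signal: FP measurement; incubation: 10 min plus 3 h, room temperature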
# DDE Tn6 FP inh: DD(E)-Tn6 binding inhibition, primary FP screen. P02675. Fibrin DD(E) TRITC-Tn6 fluorescence polarization displacement. inhibition, % at 8.3 µM. 370,000 tested, 0.21% active. AID 720509;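 active = inhibition above a per-campaign cutoff: mean of compounds within control limits plus 3 SD, cut at about 15% in these data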;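 note: 0% = median of all compound wells on the plate and 100% = blocking peptide control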
# PLCb3 inh: PLC-beta3 (human) inhibition, primary screen | Q01970 | Purified PLC-beta3, fluorogenic substrate, fluorescence | inhibition, % at 12.2 µM | 370,000 tested, 0.18% active | AID 720704; in the data active = inhibition above about 11%;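 note: 0% = median of compound wells on plate and 100% = full blocker control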
# UHRF1 MBD2 ctr: human UHRF1 methylated DNA binding inhibitors. 370,000 tested, 0.75% active. inhibition, % at 4.4 µM. Q96T88. UHRF1 binding to methylated oligo, TR-FRET; in the data active = inhibition above about 21%;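 note: UHRF1 SRA domain binding a hemimethylated CpG hairpin DNA probe; 0% = median of test compound wells and 100% = reference inhibitor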
# proKLK7 act: activates the human kallikrein-7 zymogen. 370,000 tested, 0.9% active. purified proKLK7, EDANS-DABCYL substrate fluorescence; 100% is mature enzyme control, 0% vehicle. P49862. activation, % at 7 µM;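 active = activation above the mean of all tested compounds plus 3 SD, computed per campaign excluding outliers beyond control limits, cut at about 13% in these data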
# Target sequence (P49862 whole entry, looked up): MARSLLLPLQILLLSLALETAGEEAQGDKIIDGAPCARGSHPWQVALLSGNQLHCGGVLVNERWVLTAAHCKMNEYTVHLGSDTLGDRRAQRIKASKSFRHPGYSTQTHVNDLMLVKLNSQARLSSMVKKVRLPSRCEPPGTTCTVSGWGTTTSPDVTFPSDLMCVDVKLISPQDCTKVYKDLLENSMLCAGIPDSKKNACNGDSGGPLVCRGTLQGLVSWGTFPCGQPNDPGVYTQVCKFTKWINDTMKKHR
# NR1D1 modulator: modulators of human Rev-erb alpha DNA binding. P20393. Rev-erbα–FITC-DNA binding, fluorescence polarization, 90 min. activity, % at 10 µM. 370,000 tested, 0.79% active;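 active = activity above about 14%, limit read from the data; passing the limit was not always enough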;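 note: 0% = DMSO wells with 35 nM protein and 100% = DMSO wells with 750 nM protein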
# Target sequence (P20393 whole entry, looked up): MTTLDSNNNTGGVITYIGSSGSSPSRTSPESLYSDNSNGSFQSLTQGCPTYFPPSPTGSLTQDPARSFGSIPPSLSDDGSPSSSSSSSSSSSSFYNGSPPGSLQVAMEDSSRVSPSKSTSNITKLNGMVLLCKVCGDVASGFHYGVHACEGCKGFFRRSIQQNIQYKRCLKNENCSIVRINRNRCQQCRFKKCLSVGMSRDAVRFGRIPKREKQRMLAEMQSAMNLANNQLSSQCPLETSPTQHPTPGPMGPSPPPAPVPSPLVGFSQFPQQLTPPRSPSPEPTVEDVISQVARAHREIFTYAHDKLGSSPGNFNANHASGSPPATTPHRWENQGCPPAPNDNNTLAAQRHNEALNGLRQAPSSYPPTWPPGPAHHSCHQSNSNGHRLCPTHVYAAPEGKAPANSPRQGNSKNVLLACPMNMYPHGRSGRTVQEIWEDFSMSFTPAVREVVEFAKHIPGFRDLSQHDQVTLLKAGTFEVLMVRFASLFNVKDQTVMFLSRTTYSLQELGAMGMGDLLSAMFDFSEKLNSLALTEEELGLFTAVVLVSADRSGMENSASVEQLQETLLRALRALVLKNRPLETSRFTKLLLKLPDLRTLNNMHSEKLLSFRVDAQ
# ASAP1 GAP inh: ASAP1 ArfGAP inhibition; Q9ULH1; ASAP1-stimulated ARF1 GTP hydrolysis, GDP FP detection; inhibition, % at 16.5 µM; 360,000 tested, 0.19% active; AID 624377; in the data active = inhibition above about 25%;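 note: 0% = vehicle with enzyme and substrate and 100% = no enzyme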
# Starred values were filed as active, the others as inactive; nt = not tested or not shown.
Molecule,sPLA2-III inh,PLC-gamma1 inh,ARFGAP1 inh,Tn7 DDE FP,DDE Tn6 FP inh,PLCb3 inh,UHRF1 MBD2 ctr,proKLK7 act,NR1D1 modulator,ASAP1 GAP inh
Oc1[nH]c2ccccc2c1C=Nc1ccc2c(c1)OCO2,4,-6,-3,8,-2,-8,-4,0.1,4,-11
COc1cccc(/C=C2\SC(=O)N(CCC(=O)N3CCCCC3CCO)C2=O)c1 (stereo not drawn),2,-26,5,5,-2,-48,3,-0.7,1,-17
Cc1ccc(C)c(Cn2c3ccccc3c3cnn(CC(=O)NCCCN4CCCCC4)c(=O)c32)c1,-6,0,5,6,0,1,1,1.3,-6,-7
COC(=O)c1cccnc1N1CCN(c2ccccc2F)CC1,5,8,-8,-4,-8,-1,1,-0.3,0,-4
Cc1ccc(CN2CCN(/N=C\C=C\c3ccccc3)CC2)cc1,2,-2,-8,1,5,1,-2,1.1,5,-7
Cn1c(CNC(=O)Cc2ccc3c(c2)OCO3)nnc1SCc1ccccc1,0,-2,-2,-3,2,1,-2,-0.1,-4,-11
Cc1onc(-c2c(F)cccc2Cl)c1C(=O)OCC(=O)NC(=O)NCC(C)C,-14,5,10,-1,3,-8,2,0.4,5,9
CNC(=O)NC(=O)C(C)OC(=O)c1oc2ccccc2c1CSc1ccc(Cl)cc1 (stereo not drawn),-5,-2,6,-2,0,-1,-1,-0.3,-6,-6
O=C(O)[C@@H]1CCCN1C(=O)c1ccco1,-1,0,0,-6,-1,0,-4,0.1,1,-2
CCOc1ccccc1N(C)C(=O)c1nn(-c2ccc(OC)cc2OC)c(=O)c2ccccc12,4,4,-17,1,-5,1,2,-1.0,6,10
Cc1ccc(Sc2ccc(/C=N/O)cc2[N+](=O)[O-])cc1,-8,0,-10,6,-9,1,2,0.3,3,-11
O=C(O)C1CC2C3CC(C(=O)O)C(C3)C2C1 (stereo not drawn),-2,1,-6,-7,1,-3,1,0.5,0,8
COc1cc2nc(CN3CCN(S(=O)(=O)c4c(F)cccc4F)CC3)[nH]c(=O)c2cc1OC,2,-4,-11,7,6,-8,-2,0.2,-10,-3
CC1=C(C(=O)OCCNC(=O)c2cccnc2)C(c2cccc([N+](=O)[O-])c2)C(C(=O)OCCN(C)C)=C(C)N1 (stereo not drawn),11,-2,-8,-1,2,4,-2,-0.7,-1,-7
Cc1ccc(NC(=S)Nc2cccc3cnccc23)c(C)c1,-4,-5,7,1,0,-12,19,-0.6,-1,9
FC(F)(F)c1cnc(-c2cnc(-c3ccccn3)nc2)c(Cl)c1,9,3,1,0,3,0,3,-0.4,0,-3
O=C(CN1C(=O)c2cccnc2Oc2ccc(Cl)cc21)Nc1ccc(F)cc1,-9,-12,5,0,-6,-15,-2,1.2,-1,-2
CCOc1ccc(OCC)c(S(=O)(=O)N2CCOCC2)c1,7,-1,-3,9,2,0,3,0.1,2,5
Cc1noc(C)c1NC(=O)N(C)C[C@H]1Oc2c(NS(=O)(=O)c3cn(C)cn3)cccc2C(=O)N([C@H](C)CO)C[C@@H]1C,0,3,-11,-2,1,-3,3,-0.5,-3,1
CCOc1ccc(S(=O)(=O)N2CCN(C(=O)CN3C(=O)NC(C)(C)C3=O)CC2)cc1,8,1,11,0,-1,-6,0,0.3,-6,-4
Cc1nn(Cc2ccccc2)c2ncccc12,3,3,-2,8,-1,-7,2,-0.2,4,4
COc1cccc(C(=O)NCCCNC(=O)c2cccc(OC)c2)c1,17,1,-4,8,15,-3,0,0.1,-3,-10
O=C(O)CCS(=O)(=O)c1cc(Br)cc2c1N(C(=O)C1CC1)CC2,4,2,-7,3,5,-6,-1,-0.5,0,-10
CCC1CCCCN1C(=O)c1ccc(OC2CCN(C(=O)CCOC)CC2)cc1 (stereo not drawn),1,-1,-15,3,3,-7,-1,-0.3,0,5
O=C(N/N=C/c1c(O)ccc2ccccc12)c1cccc(C(F)(F)F)c1,43*,-61,8,-5,-1,-66,-1,-1.3,17,27*
COc1ccc(/C=C/C(=O)N[C@@H](C)C(=O)O)cc1,18,1,-11,5,4,-2,-1,0.0,6,-14
COc1ccc(-c2nnc(NC(=O)c3ccc4c(c3)OCCO4)o2)cc1,0,-1,-5,-3,-1,-3,-1,-0.1,2,-9
CC1(C(=O)Nc2ccc3c(c2)OCCO3)CN(S(C)(=O)=O)CC(=O)N1Cc1cccc(F)c1 (stereo not drawn),-1,2,-10,8,-2,1,-1,0.7,0,5
CCCCC(NC(=O)CCc1c(C)c2cc3c4c(oc3c(C)c2oc1=O)CCCC4)C(=O)O (stereo not drawn),-6,-400,-10,-4,4,-478,1,-11,9,0
CCCCC[C@@H](C)N1C[C@H](COCc2ccccc2)Oc2cc(N3CC[C@H](N(C)C)C3)ccc2S1(=O)=O,-11,1,4,7,1,4,0,0.1,-2,-1
CC1CN(C(=O)COC(=O)c2cc([N+](=O)[O-])ccc2Cl)CC(C)O1 (stereo not drawn),2,1,6,5,0,4,-3,-0.2,1,-7
Cc1ccc2nc(-c3cccc(Br)c3)cc(C(=O)Nn3cnnc3)c2c1,-12,0,-11,2,3,-7,1,0.5,8,-5
COc1ccc(-c2csc(NC(=O)CSCC(=O)Nc3cc(C)on3)n2)cc1OC,4,-21,3,4,-6,-21,1,0.6,5,-11
COC(=O)[C@H](Cc1ccccc1)N(Cc1cn(Cc2ccccc2)nn1)S(=O)(=O)c1ccccc1Br,-12,6,nt,-7,1,5,4,-0.2,2,nt
COc1ccc(COC(=O)N/C=C/c2ccco2)cc1,7,-6,5,-1,4,-7,-1,0.9,-5,-14
CCCc1cc(C(=O)Nc2cc(OC)c(Cl)cc2OC)no1,-3,0,10,2,1,2,2,0.0,1,4

# Sorted by molecular weight (smallest number first): some entries from above
Molecule,sPLA2-III inh,PLC-gamma1 inh,ARFGAP1 inh,Tn7 DDE FP,DDE Tn6 FP inh,PLCb3 inh,UHRF1 MBD2 ctr,proKLK7 act,NR1D1 modulator,ASAP1 GAP inh
COc1ccc(/C=C/C(=O)N[C@@H](C)C(=O)O)cc1,18,1,-11,5,4,-2,-1,0.0,6,-14
COC(=O)c1cccnc1N1CCN(c2ccccc2F)CC1,5,8,-8,-4,-8,-1,1,-0.3,0,-4
Cc1ccc(CN2CCN(/N=C\C=C\c3ccccc3)CC2)cc1,2,-2,-8,1,5,1,-2,1.1,5,-7
COC(=O)[C@H](Cc1ccccc1)N(Cc1cn(Cc2ccccc2)nn1)S(=O)(=O)c1ccccc1Br,-12,6,nt,-7,1,5,4,-0.2,2,nt
Cc1noc(C)c1NC(=O)N(C)C[C@H]1Oc2c(NS(=O)(=O)c3cn(C)cn3)cccc2C(=O)N([C@H](C)CO)C[C@@H]1C,0,3,-11,-2,1,-3,3,-0.5,-3,1

# The results go on:
Molecule,sPLA2-III inh,PLC-gamma1 inh,ARFGAP1 inh,Tn7 DDE FP,DDE Tn6 FP inh,PLCb3 inh,UHRF1 MBD2 ctr,proKLK7 act,NR1D1 modulator,ASAP1 GAP inh
Cc1ncc(CN=Cc2ccc(Cl)cc2)c(N)n1,-5,2,-1,-4,2,-2,-1,0.5,-1,4
Cc1ccc(N2CC(C(=O)N/N=C/c3c(F)cccc3Cl)CC2=O)cc1 (stereo not drawn),11,-2,-11,5,4,-10,2,0.0,-6,-7
O=C(NCc1cccnc1)C1CC(c2ccc(Cl)c(Cl)c2)=NO1 (stereo not drawn),-3,0,1,2,1,-3,-2,-0.3,-9,-1
O=C(O)CSc1c(Cl)c(=O)oc2ccc(Cl)cc12,2,-9,3,-3,0,-13,-3,-0.2,9,10
CC1(C(=O)N2CC3(CC(c4cccc(NC(=O)COc5ccc(Cl)cc5)c4)=NO3)C[C@@H]2C(N)=O)CC1 (stereo partly drawn),-7,0,0,-8,-5,2,-1,0.5,-4,5
O=C(Nc1ccc(N2CCOCC2)c(Cl)c1)c1ccc(Br)o1,1,-2,-12,6,0,-1,0,0.2,0,-2
O=C(CCN1C(=O)S/C(=C\c2ccccc2)C1=O)N1CCOCC1,4,1,2,1,-5,-2,0,-0.5,3,8
C=CCSc1nc(C)cc(/C=C\c2ccccc2)c1C#N,2,0,20,5,-9,-1,-2,-1.0,3,12
CCN(CC)CCNC(=O)c1ccc(NCN2C(=O)NC(c3ccccc3)(c3ccccc3)C2=O)cc1,4,3,10,-5,5,4,-1,0.1,-7,1
O=C(Cn1cc(C(F)(F)F)ccc1=O)NC1CCCC1,7,4,-1,3,1,-5,1,0.6,-3,11
COc1ccccc1C(=O)Nc1ccc(S(=O)(=O)N2CCc3ccccc32)cc1,-20,1,4,3,-5,1,-5,-0.4,1,-2
O=S1(=O)C=CCN1Cc1cn(Cc2ccc(C(F)(F)F)cc2)nn1,6,-3,nt,8,-4,1,0,-0.3,-4,nt
